# PRMT1 inh: PRMT1 (human) inhibition, primary screen | Q99873 | recombinant PRMT1, activity-based probe fluorescence polarization | inhibition, % at 2.79 µM | hit rate 1.3% among 370,000 | AID 652257;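 active = inhibition above about 21% made by adding two undisclosed values, limit read from the data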
# HTRA1 inh: HTRA1 (human) protease inhibition; Q92743; hit rate 0.5% among 340,000; inhibition, % at 5.96 µM; AID 504803; recombinant HTRA1, FP-rhodamine activity-based probe, fluorescence polarization; in the data active = inhibition above about 36%;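 also: 0% = enzyme with DMSO and 100% = wells lacking enzyme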
# MBD2 inh: blocks human MBD2 binding to methylated DNA. Q9UBB5. TR-FRET, MBD2 binding to methylated oligonucleotide. inhibition, % at 4.4 µM. hit rate 0.31% among 370,000. AID 686964; in the data active = inhibition above about 13%
# rCAG binder: molecules binding r(CAG) RNA repeats. r(CAG) RNA repeat, TO-PRO-1 dye displacement fluorescence. inhibition, % at 3 µM. hit rate 1.3% among 370,000. AID 651821;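 active = inhibition above the plate cutoff, the mean of all test compounds on that plate plus 3 SD, cut at about 35% in these data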;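 also: 0% = DMSO alone and 100% = 100 µM mitoxantrone as full dye displacement; higher means more dye released from RNA so lower well fluorescence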
# NPR1 activator: GC-A (human) enzyme activation | HEK293 GC-A cells, cGMP TR-FRET, EC30 ANP; 0% at EC30 ANP, 100% saturating ANP | activation, % at 10 µM | hit rate 0.14% among 370,000 | AID 1671463; in the data active = activation above about 40%
# mABHD4 FP: ABHD4 (mouse) inhibition, primary FP screen; hit rate 0.54% among 370,000; inhibition, % at 8.92 µM; Q8VD66; purified mABHD4, FP-Rh probe fluorescence polarization;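 active = inhibition exceeding the mean over every tested compound plus 3 SD, cut at about 30% in these data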;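 also: 0% = plate median of compound wells and 100% = S159A mutant with DMSO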
# Target sequence (Q8VD66 whole entry, looked up): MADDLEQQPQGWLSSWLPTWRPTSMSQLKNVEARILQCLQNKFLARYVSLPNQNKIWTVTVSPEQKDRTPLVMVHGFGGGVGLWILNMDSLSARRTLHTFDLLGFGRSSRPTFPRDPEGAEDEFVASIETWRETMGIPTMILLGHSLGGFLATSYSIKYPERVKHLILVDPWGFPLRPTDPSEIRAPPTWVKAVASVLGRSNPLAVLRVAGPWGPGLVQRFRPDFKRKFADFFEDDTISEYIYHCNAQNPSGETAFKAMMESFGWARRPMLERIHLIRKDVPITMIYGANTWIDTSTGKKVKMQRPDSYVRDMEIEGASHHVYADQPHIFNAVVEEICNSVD
#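 Doses – 8.92 µM, single dose · Material – wild-type mouse ABHD4 protein · Replication – single well per compound (singlicate) · Measure – percent inhibition of probe binding, normalized to plate controls · Schedule – 45 min compound pre-incubation plus 60 min probe step, 25 °C · Detection – fluorescence polarization with parallel and perpendicular emission, 525/598 nm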
# TCR CD3 inh: human TCR-CD3 binding inhibition | TAMRA-labeled TCR probe fluorescence, biochemical | inhibition, % at 9.4 µM | hit rate 0.37% among 360,000 | AID 651800; in the data active = inhibition above about 19%;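 also: recombinant mutant TCR 2C K166C tagged with TAMRA read by polarization; 0% = receptor in buffer alone and 100% = receptor with positive control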
# SIAE primary: human SIAE inhibition, primary screen | inhibition, % at 9.66 µM | AID 1053197 | hit rate 0.69% among 370,000 | Q9HAT2 | SIAE FP-Rh probe binding, fluorescence polarization;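 active = inhibition above a cutoff: mean of compounds within the control limits plus 3 SD of those, cut at about 17% in these data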;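 also: 0% = plate median of compound wells and 100% = probe without SIAE protein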
# GC-B act: GC-B (human) receptor activation; HEK293-GC-B cells, CNP EC30, cGMP TR-FRET; 0% at EC30 CNP, 100% saturating CNP; activation, % at 10 µM; hit rate 0.11% among 370,000; AID 1920062;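 active = activation at 10 µM reaching about 35% in either raw or pattern-adjusted values, limit read from the data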
# UHRF1 binding: blocks human UHRF1 binding to methylated DNA. hit rate 0.75% among 370,000. Q96T88. inhibition, % at 4.4 µM. UHRF1 binding to methylated oligo, TR-FRET; in the data active = inhibition above about 21%;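 also: UHRF1 SRA domain binding a hemimethylated CpG hairpin DNA probe; 0% = median of test compound wells and 100% = reference inhibitor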
# Target sequence (Q96T88 whole entry, looked up, the tested form may be a part): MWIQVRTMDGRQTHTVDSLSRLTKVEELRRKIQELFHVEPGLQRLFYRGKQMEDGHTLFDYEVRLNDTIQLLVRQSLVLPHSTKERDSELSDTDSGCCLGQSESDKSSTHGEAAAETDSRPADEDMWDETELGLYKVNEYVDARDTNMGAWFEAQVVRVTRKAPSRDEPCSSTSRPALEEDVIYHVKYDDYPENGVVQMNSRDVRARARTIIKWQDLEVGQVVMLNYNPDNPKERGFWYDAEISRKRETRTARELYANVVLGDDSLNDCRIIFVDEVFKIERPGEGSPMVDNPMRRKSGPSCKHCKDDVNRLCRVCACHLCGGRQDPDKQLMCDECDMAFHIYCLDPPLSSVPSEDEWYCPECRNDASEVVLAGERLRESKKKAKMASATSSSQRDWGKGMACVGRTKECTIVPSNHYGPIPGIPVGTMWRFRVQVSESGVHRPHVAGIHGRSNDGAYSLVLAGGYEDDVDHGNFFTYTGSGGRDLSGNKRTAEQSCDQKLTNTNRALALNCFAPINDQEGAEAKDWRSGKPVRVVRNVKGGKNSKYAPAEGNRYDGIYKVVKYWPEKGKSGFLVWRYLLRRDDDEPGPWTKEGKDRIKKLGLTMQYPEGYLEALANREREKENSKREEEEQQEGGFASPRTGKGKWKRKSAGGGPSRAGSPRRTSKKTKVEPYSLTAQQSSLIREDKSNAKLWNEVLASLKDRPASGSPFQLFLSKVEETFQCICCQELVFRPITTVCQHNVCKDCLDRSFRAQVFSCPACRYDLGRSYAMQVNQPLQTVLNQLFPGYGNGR
# * = called active by the depositor; / = no result given. Some of the compounds tested, so the mix of outcomes need not match the whole.
SMILES,PRMT1 inh,HTRA1 inh,MBD2 inh,rCAG binder,NPR1 activator,mABHD4 FP,TCR CD3 inh,SIAE primary,GC-B act,UHRF1 binding
COc1cccc(-c2cnc(C(O)c3ccc(Cl)c(Cl)c3)[nH]2)c1 (centres undefined),2.0,/,3.1,2.2,2.9,-5.2,-3.5,-2.7,-6.1,-0.1
Cc1ccc(CNC(=O)CN(C(=O)C2(C)CC(=O)N=C3C=CC=CN32)c2cc(C)ccc2C)cc1 (centres undefined),-0.5,3.5,1.7,-4.8,0.2,0.9,0.5,9.7,0.1,-0.9
COc1ccc(C(=O)Nc2nnc(C(F)(F)F)s2)cc1,-1.6,-1.4,-2.4,-4.2,4.3,-1.4,-1.9,-2.0,11.2,0.3
Oc1c(CN2CCOCC2)cc(COCc2ccccc2)c2cccnc12,-2.4,27.9,1.7,-1.6,3.2,14.7,-9.9,1.7,4.4,-4.7
O=C(NC1CCCC1)c1ccccc1OCc1ccccc1,-1.9,-11.0,0.3,-6.8,4.2,-2.7,0.3,10.3,4.8,39.1*
CCN1CCN(C(=O)Cn2c(=O)sc3ccccc32)CC1,-8.1,6.2,-6.5,2.1,3.0,1.5,7.4,0.7,5.8,1.8
O=C(c1ccc(NS(=O)(=O)c2ccccc2)cc1)N1CCCC1,-2.8,0.2,0.9,-0.1,-0.9,7.9,6.0,4.9,2.5,0.1
COC(=O)C1=C(C)N(CCc2cc(OC)c(OC)c(OC)c2)C(=O)N[C@H]1c1ccccc1,0.1,9.3,-0.5,-2.2,0.1,1.3,-4.8,1.2,-2.3,0.4
CN1CC(=O)N(CC(=O)N2N=C(c3ccc(Cl)cc3)CC2c2ccco2)C1=O (centres undefined),-2.5,-12.2,-0.3,-1.7,7.8,0.0,6.3,-1.0,-2.2,-2.2
Cc1c(/C=N/Nc2ccc(F)cc2)c(O)n(C)c(=O)c1C#N,-0.8,-3.8,-8.6,5.9,2.0,1.4,3.0,-2.8,3.8,-6.3
COc1ccc(C(=O)NC(=S)NCc2ccco2)cc1,4.2,-3.0,7.2,2.0,-2.0,-17.9,-1.2,-9.7,1.6,4.9
Cc1ccc(SCCN2CCN(Cc3ccccc3)CC2)cc1,-1.5,-1.6,0.8,-9.6,1.9,17.9,1.8,1.1,-2.7,0.2
COc1cc(-n2c(C)cc(O)cc2=O)ccc1Cl,-1.0,/,0.1,4.9,2.4,-5.9,-1.0,2.5,0.3,3.8
O=C(CNC(=O)c1ccco1)Nc1ccc(S(=O)(=O)N2CCCC2)cc1,-0.9,-5.7,-1.7,1.6,5.1,1.0,3.0,-11.8,0.7,-2.5
O=C1c2cnc3nc(SCc4ccccc4)nn3c2CC2c3ccccc3CCN12 (centres undefined),-3.1,-0.7,-8.0,2.3,9.2,-16.6,5.1,-9.7,15.1,-2.2
N#Cc1ccccc1S(=O)(=O)N1CCN(Cc2cc3c(cc2Br)OCCO3)CC1,4.1,-23.5,7.4,3.9,-4.9,-14.5,-2.2,-0.9,2.5,17.4
Cn1c2ccccc2c2nnc(SCC(=O)NCc3ccoc3)nc21,1.0,3.7,-0.7,4.8,-4.5,2.6,-0.7,4.8,-6.7,-3.7
CCOCCCn1c(SCC(=O)Nc2cc(C(C)(C)C)nn2-c2ccccc2)nc2ccccc2c1=O,0.0,0.2,-0.2,-2.8,4.2,-2.2,-0.6,-4.3,-2.3,2.6
COc1ccc(CCNC(=O)c2cccnc2)cc1,-0.6,-6.9,1.9,0.5,2.3,2.9,-5.1,-6.6,1.6,-1.6
Cc1csc(NC(=O)C2CCCN(S(=O)(=O)c3cnc[nH]3)C2)n1 (centres undefined),3.2,-4.9,3.5,0.2,3.2,5.7,-11.2,3.0,-5.2,2.6
CCC(C(=O)Nc1ccon1)c1ccccc1 (centres undefined),-1.5,-0.4,-4.8,-2.3,-1.1,1.0,3.2,-6.0,-4.4,-3.2
Cc1cc(C)nc(NN2C(=O)/C(=C/c3ccccc3)SC2=S)n1,10.9,8.1,-1.1,2.4,-1.4,1.4,0.3,-60.3,3.3,-2.1
Cc1ccc(-c2noc(-c3ccccc3F)n2)cc1,1.2,-7.8,-2.7,-3.1,3.8,1.3,-5.2,-2.3,6.4,16.5
CN1CCN(c2ccc(S(=O)(=O)N3CCCCC3)cc2NC(=O)CCc2ccccc2)CC1,-1.0,5.6,3.0,0.8,-0.7,6.0,-0.5,8.8,-1.1,-0.4
CCOc1cc(NC(=S)NCCCN2CCOCC2)c(OCC)cc1NC(=O)c1ccco1,4.0,5.2,1.2,-4.3,-1.8,4.5,-5.3,8.8,-1.6,-0.4
CCCS(=O)(=O)N1CCC(C(=O)NCc2ccccc2Cl)CC1,-2.0,-0.8,-4.7,-4.5,0.7,-0.8,-0.5,6.3,4.4,-0.8
CC(=O)c1ccc(N2CCN(C(=O)c3ccccc3SCC(=O)NCc3ccco3)CC2)c(F)c1,7.1,-15.2,-2.2,5.7,-1.9,2.1,2.6,1.8,-2.8,-1.4
CC(OC(=O)C1=COCCO1)C(=O)Nc1ccc(Oc2ccccc2)cc1 (centres undefined),-1.7,-10.3,4.8,4.3,5.0,-5.8,-0.4,-7.3,-3.8,-2.2
CCc1cc2c(SCC(=O)N(C)C3CCS(=O)(=O)C3)ncnc2s1 (centres undefined),-3.0,0.9,-7.6,-2.2,1.1,-3.6,9.4,4.0,1.5,-3.2
Cc1c(CCC(=O)NCCCC(=O)O)c(=O)oc2cc3oc4c(c3cc12)CCCC4,-2.4,-0.5,2.8,19.8,5.2,-8.8,1.6,-1.1,-2.2,-3.2

# Entries of single compounds from above. Values in the order: PRMT1 inh	HTRA1 inh	MBD2 inh	rCAG binder	NPR1 activator	mABHD4 FP	TCR CD3 inh	SIAE primary	GC-B act	UHRF1 binding
# `Cc1csc(NC(=O)C2CCCN(S(=O)(=O)c3cnc[nH]3)C2)n1` (centres undefined) in the list: 3.2	-4.9	3.5	0.2	3.2	5.7	-11.2	3.0	-5.2	2.6
# `CCC(C(=O)Nc1ccon1)c1ccccc1` (centres undefined) in the list: -1.5	-0.4	-4.8	-2.3	-1.1	1.0	3.2	-6.0	-4.4	-3.2

# Next entries:
SMILES,PRMT1 inh,HTRA1 inh,MBD2 inh,rCAG binder,NPR1 activator,mABHD4 FP,TCR CD3 inh,SIAE primary,GC-B act,UHRF1 binding
Cc1ccc(CNC(=O)C2CCCN(S(=O)(=O)c3ccc(F)cc3)C2)cc1 (centres undefined),2.4,2.4,-3.4,-8.3,1.2,5.4,-0.1,7.0,0.6,2.6
CC(C)OC(=O)C(C)Nc1n[nH]c(=S)[nH]c1=O (centres undefined),1.9,3.5,2.1,2.1,2.9,-5.3,1.4,-5.1,-9.2,6.9
O=C(Cn1ccc(=O)[nH]c1=O)c1ccc([N+](=O)[O-])o1,3.7,1.2,2.0,0.1,-1.1,-1.0,-8.1,-1.7,-1.9,1.4
CC(C)(C)c1ccc(C(=O)c2c[nH]c(C(=O)NCc3cccs3)c2)cc1,-0.1,-0.1,2.5,-3.2,-6.2,-8.4,0.5,-6.3,-1.0,5.4
C[C@H](NC(=O)c1ccccc1F)C(=O)N1CCC2(CC1)NCCc1[nH]cnc12,-2.9,-3.1,0.0,-1.7,3.5,-1.8,6.0,7.3,1.1,-1.4
Cc1ccc(CC(NC(=O)c2ccccc2)C(=O)N2CCCC2C(=O)O)cc1 (centres undefined),6.4,-1.4,11.7,0.4,-3.4,-7.8,-7.5,-6.8,-2.3,14.2
O=C(C1CCN(S(=O)(=O)c2cnc[nH]2)CC1)N1CCN(Cc2ccc3c(c2)OCO3)CC1,2.7,-1.5,-4.1,0.8,0.5,-4.1,4.2,1.2,11.6,0.1
CCCC(=O)Nc1c2c(nn1-c1ccccc1)CSC2,0.8,4.6,-2.4,4.2,0.6,-2.5,-6.3,-2.7,-1.3,1.3
CCOc1ccc(NC(=O)Nc2nnc(CC)s2)cc1,-1.8,-1.3,-1.0,32.6,4.4,-3.7,2.4,6.0,5.2,-0.6
CCc1ccc(/C=C2\SC(=S)N(CCC(=O)NCCCN3CCOCC3)C2=O)cc1,-0.1,-0.8,0.3,-0.8,-1.6,-36.7,-10.5,-4.9,1.8,-3.0
Cc1cc(C)n(-c2ccc(Cl)c(C(=O)Nc3cc(C(F)(F)F)ccc3Cl)n2)n1,0.7,7.0,7.5,-0.1,6.6,-0.7,-9.7,1.6,6.3,-2.3
Cc1ccc(C(=O)COC(=O)c2cn3ccccc3n2)cc1,-4.5,13.2,4.0,0.4,4.5,-5.7,0.3,1.3,8.5,2.3
CCC(C)c1ccccc1N1CC(C(=O)NCCC2=CCCCC2)CC1=O (centres undefined),4.5,2.0,-4.2,-4.2,0.5,7.9,-3.9,2.8,0.1,1.0
COc1ccc(-n2c(=S)[nH]c3cc(C(=O)Nc4ccc(OC)c(OC)c4)ccc3c2=O)cc1,1.8,4.9,0.0,2.0,2.6,-3.0,3.7,-9.6,-1.5,-3.2
Nc1ncnc2c1ncn2C1CCCC(CO)O1 (centres undefined),-4.2,0.3,3.5,-0.4,-0.8,1.6,-2.5,4.4,2.4,-1.3
C=CCc1cc(Cl)ccc1OCCCNCCO,3.2,-2.2,-0.6,4.2,1.8,3.1,3.6,-1.3,-11.8,-0.5
CCN(C[C@H]1N[C@@](C)(C(=O)OC)[C@H]2C(=O)N(C)C(=O)[C@@H]12)C(=O)c1ccc(C(C)(C)C)cc1,2.6,-5.6,-5.8,-2.7,0.4,3.7,-5.0,6.0,-1.7,0.3
N#Cc1cnn(Cc2ccc(Cl)cc2)c1N,-1.7,3.0,-1.7,0.6,-0.5,2.5,5.3,3.8,-6.3,1.6
Clc1cccc(-c2nnc(-c3ccccc3)o2)c1,5.9,-4.4,8.3,2.1,-3.5,-19.0,-16.0,-7.4,5.5,1.6
CCCn1c(NC(=S)Nc2ccccc2)nc2ccccc21,3.0,25.4,3.7,0.3,0.9,-4.9,0.9,-12.8,1.6,-1.6
CCn1cc(C(=O)N2CCc3ccccc3C2)c(=O)c2cc(S(=O)(=O)N3CCCCC3)ccc21,1.5,/,2.3,-4.2,15.1,0.8,-8.9,0.2,19.3,5.2
Cc1ncc(S(=O)(=O)C(C)(C)C)c(N)n1,-0.5,9.5,8.6,-0.2,5.3,-9.0,-0.7,-2.9,2.1,6.0
CCCC(=O)Nc1ccc(-c2cn3cccnc3n2)cc1,0.2,-0.1,2.4,0.6,5.6,0.0,9.8,-2.4,-0.6,-0.5
CNC(=O)COC(=O)c1cc(NC(=O)c2ccco2)c(OC)c(OC)c1,3.9,-2.4,2.9,4.8,-7.3,-13.5,-6.1,4.8,-2.3,7.3
COc1ccc(NC(=O)C2CCCN(C(=O)NC3CCCCC3)C2)cc1OC (centres undefined),4.1,-6.8,-6.0,-5.6,2.5,-0.9,7.7,2.5,2.0,4.4
CCCOc1ccc(C(CC(=O)O)NC(=O)CC(c2ccccc2)c2ccccc2)cc1 (centres undefined),-1.7,/,0.2,21.4,4.4,0.8,3.0,4.0,-3.5,-0.1

# Three entries out of the list, ordered by heavy-atom count, rising:
SMILES,PRMT1 inh,HTRA1 inh,MBD2 inh,rCAG binder,NPR1 activator,mABHD4 FP,TCR CD3 inh,SIAE primary,GC-B act,UHRF1 binding
N#Cc1cnn(Cc2ccc(Cl)cc2)c1N,-1.7,3.0,-1.7,0.6,-0.5,2.5,5.3,3.8,-6.3,1.6
CCCn1c(NC(=S)Nc2ccccc2)nc2ccccc21,3.0,25.4,3.7,0.3,0.9,-4.9,0.9,-12.8,1.6,-1.6
CCN(C[C@H]1N[C@@](C)(C(=O)OC)[C@H]2C(=O)N(C)C(=O)[C@@H]12)C(=O)c1ccc(C(C)(C)C)cc1,2.6,-5.6,-5.8,-2.7,0.4,3.7,-5.0,6.0,-1.7,0.3
